KOR beta-arrestin-1: KOR agonists, beta-arrestin recruitment, primary screen, cell-based, luminescence, uHTS (AID 1777). Kappa-type opioid receptor (Homo sapiens). KOR beta-arrestin recruitment, luminescence; higher % means a stronger effect. one-dose activation, % at 10 µM; EC50 in µM for titrated hits. 280,000 compounds, 0.02% hits; in the data active = activation above about 50%, passing the limit was not always enough; note: a part of the inactive calls stands beside numbers as strong as those of hits
NTR1 ag: agonists of NTR1, primary screen, imaging, U2OS cells, beta-arrestin-GFP, high content (AID 493036); activation, % at 20 µM; NTR1-U2OS beta-arrestin-GFP spot imaging, agonist mode; 330,000 compounds, 0.17% hits; Neurotensin receptor type 1 (Homo sapiens), P30989;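 active = activation at or above 40% of the spot to cytoplasm intensity ratio, with at least 20 cells analyzed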;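 note: 0% = DMSO without peptide and 100% = 100 nM NTR1 peptide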
Target sequence (P30989 whole entry, looked up): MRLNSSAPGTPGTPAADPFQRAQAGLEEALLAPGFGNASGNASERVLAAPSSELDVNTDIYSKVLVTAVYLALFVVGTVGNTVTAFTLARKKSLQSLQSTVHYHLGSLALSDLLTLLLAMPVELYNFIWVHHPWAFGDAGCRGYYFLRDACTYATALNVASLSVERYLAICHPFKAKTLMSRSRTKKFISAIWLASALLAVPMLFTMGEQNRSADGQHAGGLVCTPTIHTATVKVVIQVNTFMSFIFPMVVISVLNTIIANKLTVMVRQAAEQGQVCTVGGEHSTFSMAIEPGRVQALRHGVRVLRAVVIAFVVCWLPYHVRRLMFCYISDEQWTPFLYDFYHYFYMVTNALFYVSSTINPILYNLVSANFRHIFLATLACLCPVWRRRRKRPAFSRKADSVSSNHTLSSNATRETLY
Yfh1-off respiration: enhancers of respiration in Yfh1-depleted yeast, dose response, Friedreich's ataxia, plus single-dose screen (AID 1465); one-dose fold induction at 50 µM; EC50 in µM for titrated hits; S. cerevisiae Yfh1-off respiration, WST-1 reduction, 72 h; higher fold induction means a stronger effect; 220,000 compounds, 0.074% hits;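 active = fold induction of absorbance versus untreated yeast above a set limit, then at least 30% activation at any dose in follow-up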;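 note: activators that raise dye reduction in frataxin-depleted yeast; strong numbers were not always called active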
CSM14.1 death rescue: rescue of cells from ER stress-induced death, primary screen, 384-well, CSM14.1, thapsigargin, ATP luminescence (AID 1222); CSM14.1 thapsigargin-induced death rescue, ATP luminescence; higher % means a stronger effect; cellular ATP content (survival), % at 20 µM, or EC50 in µM where a hit was titrated; 190,000 tested, under 10 active;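 active = EC50 below 50 µM in the dose-response confirmation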;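 note: death triggered by thapsigargin at about 15 µM added after 2 h compound pretreatment; cell ATP read after overnight thapsigargin exposure of roughly 18 to 22 hours; normalized against plate controls of thapsigargin alone and 5% DMSO vehicle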
NOD1 NF-kB reporter: NOD1 signaling inhibitors, primary screen, cell-based, luminescence, uHTS (AID 1578). 290,000 compounds, 1% hits. inhibition, % at 4 µM, or EC50 in µM where a hit was titrated. NOD1-driven NF-kB luciferase reporter cells, luminescence; higher % means a stronger effect; in the data active = inhibition mostly above about 36%, no sharp cut-off; inactive = mostly below about 34%;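 note: HEK-293T reporter cells stimulated with the NOD1 agonist gamma-tri-DAP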
GPR55 beta-arrestin: GPR55 agonists via beta-arrestin recruitment, primary screen, imaging, U2OS cells, beta-arrestin-GFP redistribution (AID 1961); G-protein coupled receptor 55 (Homo sapiens); U2OS GPR55 beta-arrestin-GFP redistribution imaging; higher % means a stronger effect; activation, % at 10 µM, or EC50 in µM where a hit was titrated; 290,000 compounds, 0.048% hits;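 active = activation above 40% with more than 50 cells counted in the well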;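 note: U2OS osteosarcoma cells stably expressing GPR55 and beta-arrestin-GFP; plate controls were DMSO negative control for no effect and LPI positive control for full effect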
HEK293 NOD2/NF-kB: NOD2 signaling inhibitors, cell-based, luminescence, uHTS, HEK293 (AID 1566). inhibition, % at 4 µM, or EC50 in µM where a hit was titrated. HEK293 NOD2/NF-kB luciferase reporter, luminescence; higher % means a stronger effect. 290,000 compounds, 0.63% hits; note: many of its hits are not listed in these tables
KOR beta-arrestin-2: KOR antagonists, beta-arrestin recruitment, cell-based, luminescence, uHTS (AID 1778); one-dose inhibition, % at 10 µM; IC50 in µM for titrated hits; KOR beta-arrestin recruitment, luminescence, antagonist mode; higher % means a stronger effect; Kappa-type opioid receptor (Homo sapiens); 290,000 compounds, 0.091% hits; note: strong numbers were not always called active
TNAP activation fold: human TNAP enzyme activators, primary screen, biochemical, luminescent, no phosphate acceptor, uHTS (AID 1001); Alkaline phosphatase, tissue-nonspecific isozyme (Homo sapiens); one-dose activation fold at 20 µM; EC50 in µM for titrated hits; 200,000 compounds, 0.03% hits; purified TNAP, luminescent activation assay, no phosphate acceptor; higher activation fold means a stronger effect; in the data active = activation fold from about 3, or a potency from the dose series; inactive = the rest, 99 in 100 with activation fold below about 1.6; note: many of its hits are not listed in these tables
NTR1 ag cell count 20 µM: further read-out of NTR1 ag, marked with its call; cell count; measured here: cell count, cytotoxicity flag
Starred values were filed as active, the others as inactive; i = inactive; nt = no result given; [ ] = dose if it differs, or a comment. Cut-off read from the data, not from the text of the source, unless noted: active = inhibition above about 50%; inactive = the rest.

compound,KOR beta-arrestin-1,NTR1 ag,NTR1 ag cell count 20 µM,Yfh1-off respiration,CSM14.1 death rescue,NOD1 NF-kB reporter,GPR55 beta-arrestin,HEK293 NOD2/NF-kB,KOR beta-arrestin-2,TNAP activation fold
Cc1cc2ccccc2n1CCNCc1c(C(=O)N2CCOCC2)nc2ccccn12,8.5%,2.8,58,i,nt,13.5%,0.0%,-33.4%,30.9%,nt
CSc1ncc(C(=O)Nc2ccccc2F)c(-c2ccccc2)n1,0.8%,0.8,51,nt,nt,-11.1%,-0.3%,-0.9%,6.4%,nt
COc1ccc(CS(=O)c2nc(C)cc(C)c2S(C)(=O)=O)cc1 (stereo not drawn),-1.9%,0.9,39,i,-1.2%,-14.2%,1.0%,-13.2%,-10.5%,1.1
O=C(N/N=C\c1cc(Cl)ccc1O)c1ccc(S(=O)(=O)N2CCCCC2)cc1,9.7%,10.8,69,i,-0.4%,-36.0%,-0.3%,9.2%,-0.2%,1.2
O=C(NCc1ccccc1)N1CCCC1,2.1%,1.1,64,nt,nt,-28.5%,0.3%,2.0%,-5.7%,nt
COc1ccc(C2c3c(ncn(CCCO)c3=N)Oc3ccc4ccccc4c32)cc1 (stereo not drawn),nt,18.2,54,i,nt,-0.6%,-0.3%,-18.5%,15.5%,nt
CCc1nnc(NC(=O)CSc2nnc(-c3ccccc3O)n2-c2ccc(C)cc2)s1,15.7%,0.9,72,i,-0.6%,-5.5%,-0.1%,-11.2%,-38.5%,1
OCc1nc2ccccc2n1Cc1c(F)cccc1Cl,1.1%,1.5,46,i,nt,-11.1%,0.7%,11.8%,21.8%,nt
CCCCS(=O)(=O)Nc1ccc2cn[nH]c2c1,-3.2%,0.6,43,i,-0.5%,-27.6%,-0.5%,-29.2%,-12.1%,1
CCOC(=O)/C(C#N)=C1/C=Nc2ccccc2N1,-4.2%,0.9,73,i,-2.0%,-36.6%,1.1%,2.4%,25.6%,1
Cc1ccccc1OCC(=O)Nc1ccc(N2CCN(C(=O)c3ccco3)CC2)cc1,4.0%,2.3,46,nt,nt,11.1%,-0.2%,-6.5%,-18.8%,nt
CN(c1ccccc1C(=O)N1CCOCC1)S(C)(=O)=O,3.0%,-0.4,51,i,7.5%,-23.2%,-0.2%,9.1%,-4.9%,1.1
O=C1CCCC2=C1C(c1ccncc1)c1c(nc(SCc3ccccc3)[nH]c1=O)N2 (stereo not drawn),2.8%,-0.7,102,nt,0.1%,0.0%,-0.1%,9.6%,0.8%,1
O=C(COc1ccc(S(=O)(=O)N2CCc3ccccc32)cc1Cl)NCc1ccccn1,0.7%,0.6,51,i,-1.7%,-17.5%,-0.2%,-8.8%,0.9%,1
O=C(OCc1nnc(-c2ccccc2)o1)c1cccnc1Cl,-2.2%,1.9,60,i,-0.7%,-52.8%,0.1%,-2.5%,6.8%,1.1
O=C(NCc1ccco1)/C(=C/c1ccco1)NC(=O)c1ccccc1,-3.4%,0.1,57,nt,nt,0.6%,-0.1%,5.5%,-8.2%,nt
Cc1ccc(-c2noc(-c3ccccc3C(=O)NCC3CCCO3)n2)cc1 (stereo not drawn),0.9%,-0.5,61,i,nt,-29.6%,-0.1%,-22.4%,13.6%,1.1
O=c1c([N+](=O)[O-])c(NCCN2CCCCCC2)c2ccccc2n1-c1ccccc1,2.3%,0.8,95,i,-1.1%,-8.5%,-0.4%,-5.4%,4.3%,1
NC(=O)c1ccc(NC(=O)c2cccc(Oc3ccccc3)c2)cc1,1.3%,5.4,78,i,-0.7%,-29.7%,-0.4%,10.1%,5.3%,1
COC(=O)C1CCN(C(=O)C2CCC(=O)N(CCc3cccc(F)c3)C2)CC1 (stereo not drawn),0.2%,0.5,65,nt,nt,-26.6%,-0.1%,-6.1%,13.0%,nt
O=C(CSc1ccc(-c2cccc([N+](=O)[O-])c2)nn1)N1CCCCCC1,-4.9%,-1.9,63,i,nt,-11.0%,-0.3%,3.6%,17.9%,1.1
CCOc1ccc(C(=O)N2CCN(S(=O)(=O)c3cccs3)CC2)c(OCC)c1,9.2%,0.1,46,nt,nt,10.0%,-0.1%,8.1%,-33.8%,nt
Cc1cccc(NC(=O)CSc2nnc(Cn3nnc(-c4ccccc4)n3)n2-c2ccccc2)c1,-2.9%,7.7,79,i,-0.9%,-15.0%,0.5%,15.4%,3.5%,1.1
COc1ccccc1-c1nnc(SC/C(O)=C(\C#N)c2nc3ccccc3[nH]2)n1C1CCCCC1,1.4%,3.5,45,i,-2.9%,44.7%,0.1%,-1.9%,-55.0%,1.2
Cc1ccc(N(CC(=O)N=Nc2c(O)[nH]c3ccccc23)S(C)(=O)=O)c(C)c1,-1.6%,3.3,32,i,0.8%,-10.3%,-0.4%,-2.3%,-8.0%,1.2

(list continues)
compound,KOR beta-arrestin-1,NTR1 ag,NTR1 ag cell count 20 µM,Yfh1-off respiration,CSM14.1 death rescue,NOD1 NF-kB reporter,GPR55 beta-arrestin,HEK293 NOD2/NF-kB,KOR beta-arrestin-2,TNAP activation fold
CCOc1ccc(/C(C)=N/NC(=O)c2nnn(-c3nonc3N)c2-c2cccs2)cc1,11.0%,6.5,98,nt,nt,-12.8%,-0.2%,1.0%,-23.3%,nt
Cc1ccc(C2Nc3ccccc3C(=O)N2Cc2ccco2)cc1 (stereo not drawn),5.3%,-5.6,89,i,-0.7%,2.6%,0.2%,-11.8%,0.6%,1.1
CCOc1ccc(NC2c3ccccc3C(=O)N2Cc2ccc3c(c2)OCO3)cc1 (stereo not drawn),0.4%,4.4,85,i,1.7%,-7.7%,0.3%,-14.6%,9.8%,0.9
O=C(Nc1ccc2c(c1)oc1ccccc12)c1cccnc1,-2.5%,1.1,57,i,-1.3%,-45.3%,-0.1%,-1.6%,-5.0%,1.1
Nc1c(-c2ccccc2)cnn1C1CCS(=O)(=O)C1 (stereo not drawn),22.8%,-0.3,48,i,-0.8%,-11.8%,0.3%,3.8%,12.2%,1.1
C=CCn1c(Cc2csc(N)n2)nnc1SCC(=O)Nc1ccccc1C(F)(F)F,0.5%,-0.6,57,i,-0.2%,-3.9%,-0.1%,12.3%,26.3%,1.2
Cc1ccccc1C(=O)NCc1ccncc1,11.1%,1.1,51,i,3.3%,-23.5%,-0.3%,7.4%,0.5%,1.1
CC1Cc2ccccc2N1C(=O)/C=C/c1cccc(F)c1 (stereo not drawn),-2.5%,2.3,46,i,-0.2%,-68.1%,-0.2%,-65.4%,12.4%,1.1
COc1ccc(Cl)cc1C(=O)NCc1cnn(C)c1C,-0.6%,-0.5,93,i,-2.5%,-40.6%,0.0%,6.3%,4.3%,1.1
COc1ccc(CCNS(=O)(=O)c2cccc(C)c2)cc1OC,0.1%,0.3,80,i,-0.6%,11.9%,0.3%,11.2%,10.5%,1.1
CCCn1c(=S)[nH]c2cc(OC)c(OC)cc2c1=O,-3.4%,2.7,76,i,-0.1%,-29.9%,0.4%,-2.0%,-3.4%,1.1
CCn1c(SCc2cccc(C)c2)nnc1-c1ccc(C)cc1,-1.9%,2.2,80,i,0.1%,-8.4%,-0.1%,12.9%,20.3%,1.1
CCOC(=O)N1CCN(c2ncnc3c2[nH]c2ccc(OC)cc23)CC1,-0.8%,1.3,59,i,0.2%,-13.3%,-0.1%,7.0%,-28.7%,1.1
COc1ccc(NC(=S)N(CCN2CCCCC2)Cc2ccco2)cc1,3.7%,1.8,52,i,0.7%,-9.0%,-0.4%,-2.9%,-23.4%,1
COC(=O)CCC(=O)NNC(=O)C1CC1(c1ccccc1)c1ccccc1 (stereo not drawn),2.7%,-1.6,57,nt,nt,0.4%,-0.1%,10.5%,-17.7%[20 µM],nt
O=C1C2C(C(=O)N1/N=C/c1ccco1)C1C=CC2C12CC2 (stereo not drawn),-2.0%,0.5,45,i,-0.8%,30.4%,-0.3%,-5.6%,-11.7%,1.1
O=C(c1ccco1)N1CCN(Cc2nnc(-c3cccc(Br)c3)o2)CC1,3.1%,-1.0,59,nt,nt,37.7%,-0.2%,-11.5%,-26.3%,nt
Nc1ncnc2c1ncn2[C@H]1C[C@H](O)[C@@H](CO)O1,-1.7%,0.5,88,i,-1.9%,9.2%,-0.1%,-1.1%,-26.3%,1
Cc1ccc(SCC(=O)Nc2ccc3c(c2)C(=O)NC3=O)cc1,-6.0%,1.8,43,i,0.6%,-24.0%,-0.8%,0.8%,-18.2%,1
CC1CC(C)CN(S(=O)(=O)c2ccc3c(c2)oc(=O)n3CC(=O)N(C)Cc2ccccc2)C1 (stereo not drawn),1.1%,-1.8,61,nt,nt,11.6%,-0.1%,16.3%,-53.6%[20 µM],nt
COc1ccc2nc3ccccc3nc2c1NC(=O)c1ccc(Br)cc1,0.9%,3.4,75,i,-0.9%,-3.0%,0.7%,-28.5%,-43.6%,1
O=C(NC1CCCCC1)C(c1cccnc1)N(C(=O)c1ccc(Cl)nc1)C1CCCCC1 (stereo not drawn),3.1%,-0.4,54,nt,0.0%,-22.9%,0.1%,-8.0%,0.2%,1
CC1(C)Cc2ccccc2-c2nnc(C(F)(F)F)n21,-2.5%,0.0,51,i,-2.4%,-6.0%,0.2%,22.9%,22.3%,1.1
CCN(C(=O)c1cccc(Br)c1)c1ccccc1,-1.9%,-1.0,68,i,-0.2%,-3.3%,-0.1%,19.2%,-7.2%,1
CCC(=O)Nc1ccc(N/C(N)=N/c2nc(C)cc(C)n2)cc1,2.7%,3.7,50,i,nt,-13.7%,-0.2%,12.6%,-16.2%,nt

A draw from above in order of formula weight, smallest number first:
compound,KOR beta-arrestin-1,NTR1 ag,NTR1 ag cell count 20 µM,Yfh1-off respiration,CSM14.1 death rescue,NOD1 NF-kB reporter,GPR55 beta-arrestin,HEK293 NOD2/NF-kB,KOR beta-arrestin-2,TNAP activation fold
CCCn1c(=S)[nH]c2cc(OC)c(OC)cc2c1=O,-3.4%,2.7,76,i,-0.1%,-29.9%,0.4%,-2.0%,-3.4%,1.1
Cc1ccc(SCC(=O)Nc2ccc3c(c2)C(=O)NC3=O)cc1,-6.0%,1.8,43,i,0.6%,-24.0%,-0.8%,0.8%,-18.2%,1
NC(=O)c1ccc(NC(=O)c2cccc(Oc3ccccc3)c2)cc1,1.3%,5.4,78,i,-0.7%,-29.7%,-0.4%,10.1%,5.3%,1

High-throughput results deposited in PubChem BioAssay by several laboratories.

The list is partial. The share of hits here may be higher or lower than overall.
